Screening data (PubChem BioAssay)
Rac1 act GTP bind = human Rac1 activated mutant GTP binding change; P63000; GST-Rac1 activated beads, fluorescent GTP binding, flow cytometry; actives lie on both sides; 100% means binding = to untreated wells; percent activity (GTP binding), % at 10 µM; hit rate 0.11% among 190,000; AID 764;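 active = GTP binding at least 20 percentage points away from the 100% baseline, in either direction, so actives lie on both sides; inconclusive = Compound likely fluorescent itself, or too few beads counted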
Rac1 wt GTP bind = alters GTP binding to wildtype human Rac1 | P63000 | hit rate 0.27% among 190,000 | GST-Rac1 beads, fluorescent GTP binding, flow cytometry; actives lie on both sides; 0 = cold GTP competed, 100 = untreated | GTP binding activity (% of control), % at 10 µM;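 active = GTP binding activity at least 20 points away from the 100% control level, either lower or higher; inconclusive = compound flagged as likely green fluorescent, judged across all proteins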
Bim-Bcl-XL = human Bim-Bcl-XL interaction inhibition; hit rate 0.04% among 190,000; Q07817; Bim peptide-Bcl-XL binding, bead flow cytometry, fluorescence; inhibition, % at 10 µM
Target sequence (Q07817 whole entry, looked up): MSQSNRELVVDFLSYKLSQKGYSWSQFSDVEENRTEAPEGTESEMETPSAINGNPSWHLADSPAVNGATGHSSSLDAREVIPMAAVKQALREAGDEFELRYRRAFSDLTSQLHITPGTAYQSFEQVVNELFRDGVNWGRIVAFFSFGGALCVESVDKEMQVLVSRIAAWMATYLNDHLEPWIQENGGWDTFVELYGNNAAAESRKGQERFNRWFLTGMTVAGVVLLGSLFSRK
Rab7 wt modul = alters GTP binding to wildtype dog Rab7 | GST-Rab7 beads, fluorescent GTP binding, flow cytometry; actives lie on both sides; untreated = 100%, excess cold GTP = 0% | GTP binding activity (percent of control), % at 10 µM | hit rate 0.055% among 190,000 | AID 758;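 active = fluorescent GTP binding to Rab7 beads changed by at least 20 points from the 100% baseline, either direction, mostly lower; inconclusive = compound itself probably fluorescent, or too few beads counted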;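 note: median green fluorescence of bound Bodipy-FL-GTP per Rab7 bead population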
Rab2A wt mod = changes GTP binding to wildtype dog Rab2A, up or down. P61105. GST-Rab2 wt beads, Bodipy-GTP binding, flow cytometry. GTP binding activity, % at 10 µM. hit rate 0.19% among 190,000;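 active = GTP binding activity at least 20 points away from 100%, either lowered or raised; inconclusive = signal likely due to the compound's own green fluorescence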;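 note: 0% = beads with excess unlabeled GTP and 100% = no-compound control corrected for plate trend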
Bim-Bcl-W = disrupts Bim peptide binding to human Bcl-W | bead-based flow cytometry | inhibition, % at 10 µM | hit rate 0.02% among 190,000 | Q92843;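 note: 0% = bound tracer without compound and 100% = peptide blocker; higher means less fluorescent Bim peptide bound to Bcl-W beads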
Target sequence (Q92843 whole entry, looked up): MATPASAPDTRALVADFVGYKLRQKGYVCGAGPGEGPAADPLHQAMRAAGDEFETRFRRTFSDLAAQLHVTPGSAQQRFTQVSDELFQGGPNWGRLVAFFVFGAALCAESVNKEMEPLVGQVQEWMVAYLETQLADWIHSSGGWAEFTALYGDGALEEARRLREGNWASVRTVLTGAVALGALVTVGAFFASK
Bim-Bcl-2 = disrupts Bim peptide binding to human Bcl-2; P10415; Bead-based flow cytometry, Bim peptide-Bcl-2 binding; inhibition, % at 10 µM; hit rate 0.06% among 190,000; AID 950; in the data active = inhibition above about 40%; inconclusive = no clear call, values can overlap the other calls;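 note: 0% = no compound wells with probe peptide and 100% = reference peptide inhibitor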
Target sequence (P10415 whole entry, looked up): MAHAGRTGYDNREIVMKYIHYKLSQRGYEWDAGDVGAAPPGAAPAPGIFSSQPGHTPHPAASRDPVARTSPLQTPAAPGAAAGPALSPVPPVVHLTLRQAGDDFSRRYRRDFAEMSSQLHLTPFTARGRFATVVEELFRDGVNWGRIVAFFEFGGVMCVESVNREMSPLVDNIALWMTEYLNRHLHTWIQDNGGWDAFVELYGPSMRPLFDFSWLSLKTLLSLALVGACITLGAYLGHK
Bim-Bcl-B = human Bim-Bcl-B interaction inhibition | Q9HD36 | bead-based flow cytometry, Bim peptide-Bcl-B binding | inhibition, % at 10 µM | hit rate 0.073% among 190,000 | AID 951;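 note: 0% = tracer peptide without compound and 100% = reference inhibitor peptide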
Target sequence (Q9HD36 whole entry, looked up): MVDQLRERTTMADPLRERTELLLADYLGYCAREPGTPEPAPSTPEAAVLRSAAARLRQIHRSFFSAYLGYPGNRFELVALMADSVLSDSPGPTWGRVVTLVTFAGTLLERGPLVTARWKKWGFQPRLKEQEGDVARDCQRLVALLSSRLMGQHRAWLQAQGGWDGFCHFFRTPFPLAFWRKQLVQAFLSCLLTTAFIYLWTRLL
Cdc42 wt GTP = human Cdc42 wildtype GTP binding change, either direction; P60953; GST-Cdc42 beads, Bodipy-GTP binding, flow cytometry; actives lie on both sides; percent activity (GTP binding), % at 10 µM; hit rate 0.2% among 190,000; AID 761;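 active = percent activity GTP binding at least 20 points away from the 100% baseline, either down as inhibitor or up as activator; inconclusive = compound flagged as likely green fluorescent from well-wide comparison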;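 note: median bead fluorescence of bound Bodipy-FL-GTP at 100 nM; 0% = excess unlabeled GTP control and 100% = no compound control; below 100% means less GTP binding so inhibitor and above means activator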
HRas wt GTP = changes GTP binding to wildtype human HRas | GST-Ras wt beads, Bodipy-FL-GTP binding, flow cytometry; actives lie on both sides | GTP binding activity, % at 10 µM | hit rate 0.14% among 190,000;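 active = GTP binding activity at least 20% away from the 100% baseline, either lowered as inhibitor or raised as activator; inconclusive = flagged as likely green fluorescent, judged across all proteins in the well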;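 note: 0% = unlabeled GTP competition control and 100% = no-compound control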
Bfl-1 Bim block = human Bim-Bfl-1 interaction inhibition; inhibition, % at 10 µM; hit rate 0.12% among 190,000; Bead-based flow cytometry, Bim-Bfl-1 binding inhibition; AID 1008;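 note: 0% = wells without compound plus tracer and 100% = blocker peptide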
* marks the source's active call; other numbers are inactive results; ? = inconclusive. Cut-off read from the data, not from the text of the source, unless noted: active = inhibition above about 40%.

SMILES	Rac1 act GTP bind	Rac1 wt GTP bind	Bim-Bcl-XL	Rab7 wt modul	Rab2A wt mod	Bim-Bcl-W	Bim-Bcl-2	Bim-Bcl-B	Cdc42 wt GTP	HRas wt GTP	Bfl-1 Bim block
Cc1cccc(C)c1NC(=O)COC(=O)CSc1nnc(N)s1	100	105	-4	101	100	-5	-8	-9	103	100	-6
CC(=O)C(Cc1ccccc1)NC(=O)CN1CCc2ccccc2C1 (stereo not given)	96	100	-2	95	98	-1	-4	-4	101	96	-6
COc1cc2[nH]c(=O)n(CCC(=O)N3CCN(c4cccc(C)c4C)CC3)c(=O)c2cc1OC	98	100	0	102	100	-4	0	0	101	101	-2
CC(C)C(=O)N1CCC(CN=Cc2c(O)n(C3CCCCC3)c(=O)n(C3CCCCC3)c2=O)CC1	98	102	-14	99	99	-2	-6	-10	102	101	-8
O=C(COc1ccccc1)NCc1n[nH]c(=S)n1-c1ccccc1	95	95	-6	95	95	0	-1	-33	95	94	1
COc1ccc(C(=O)Cc2ccc(OC)c(OC)c2)cc1	98	104	7	97	98	8	-6	-3	100	100	-6
CCC(=O)NC(c1ccccc1Cl)c1c(O)ccc2ccccc12 (stereo not given)	97	102	-7	104	100	-3	-8	-7	104	101	-6
Nn1c(SCc2nc3ccccc3[nH]2)nnc1-c1cccnc1	101	101	-1	95	98	1	-2	-4	103	100	-3
CCN(CC)CCN1C(=O)C(=O)/C(=C(/O)c2c(C)[nH]c(C(=O)OC)c2C)C1c1ccco1 (stereo not given)	102	112	-7	108	101	3	-5	-4	105	105	-10
CCCCn1c2nc3ccccc3nc2c2c(=O)n(CCC)cnc21	93	93	-1	95	93	0	-2	4	95	93	0
COc1ccc(C(=O)N2CCC(c3ccccc3)CC2)c(OC)c1OC	98	100	-3	104	101	0	1	-1	97	99	-3
Cc1ccc(NC2Nc3cc(C)nn3S2)c(C)c1 (stereo not given)	100	105	-4	105	100	-2	-3	-12	104	99	-3
O=C(c1cccc(C(=O)N(c2ccccn2)C2CCCCC2)c1)N(c1ccccn1)C1CCCCC1	96	98	-3	102	97	-3	-5	-9	85	96	-7
Cc1cc(C)n(CC(=O)n2c(C)c(C)c3ccccc32)n1	98	106	-1	98	99	-1	-4	3	99	99	-2
COc1cc(/C=N/NC(=S)NCc2ccco2)cc(OC)c1OC	98	99	-7	97	98	-6	-4	-7	102	97	-9
CCN(C(=O)c1coc(=O)c2ccccc12)c1cc(OC)ccc1OC	102	106	-10	99	100	-4	-12	-12	101	100	-15
O=C(Cc1ccccc1)NNc1ccc2ccccc2c1	96	102	-1	98	97	-1	0	-2	97	99	-4
Cc1csc(NC(=O)c2cncc(Br)c2)n1	93	93	0	93	94	1	0	-1	94	93	-5
Fc1ccc(CSc2ncnc3scc(-c4ccccc4)c23)cc1	97	100	-11	96	95	-3	-12	-6	97	97	-9
CCOC(=O)C(NC(=O)c1ccc(OC)cc1)(N1CCCC1=O)C(F)(F)F (stereo not given)	97	107	-2	96	97	4	-2	8	98	100	3
COc1ccc(/C=C/C(=O)N(CC(C)C)CC(C)C)cc1Br	100	104	0	102	101	1	-5	0	102	103	-11
Cc1cc(-c2ccccc2C(=O)NCc2ccccc2)on1	97	105	-5	104	100	0	-9	-7	103	102	-10
Cn1c(SCC(=O)N2c3ccccc3Sc3ccccc32)nc2ccccc21	98	100	-2	95	97	-2	-6	-4	97	100	-18
Cc1cccc(-c2noc(CCc3ccccc3)n2)c1	95	96	-6	97	98	1	-9	-6	95	95	-11
CCOC(=O)/C(=C/c1ccc(OC)cc1)NC(=O)c1ccco1	102	104	5	95	97	8	7	10	104	100	15
Additional structures
SMILES	Rac1 act GTP bind	Rac1 wt GTP bind	Bim-Bcl-XL	Rab7 wt modul	Rab2A wt mod	Bim-Bcl-W	Bim-Bcl-2	Bim-Bcl-B	Cdc42 wt GTP	HRas wt GTP	Bfl-1 Bim block
COc1ccc(N2CC(C(=O)Nc3nnc(SCc4ccccn4)s3)CC2=O)cc1 (stereo not given)	99	104	-9	100	97	-3	-6	-11	102	99	-9
CCOC(=O)CSc1ccc(-c2nc3ccccc3[nH]2)cn1	100	103	-5	102	102	0	-8	-5	101	101	-8
CCN(CC)C(=O)Oc1ccc2c(=O)c(-c3ccc(OC)cc3)coc2c1	100	102	-13	101	101	-1	-6	-11	100	101	-7
COc1ccccc1N1CCN(C(=O)C(OC(C)=O)c2ccccc2)CC1 (stereo not given)	97	102	-5	101	98	-1	-6	-4	102	99	-10
CCOC(=O)c1c(N)sc(C(=O)N(C)C)c1CN1CCOCC1	95	99	-4	91	93	5	0	0	96	95	-8
CCNC(=O)CC1SC(=Nc2ccccc2C)N(C)C1=O (stereo not given)	101	106	-9	102	101	0	-9	-8	103	102	-15
O=C(Nc1ccccc1)c1snc2c(=O)[nH]cnc12	95	87	7	94	91	11	5	6	94	94	4
Cc1ccc(C(=O)N2CCN3C(=O)c4ccccc4C23c2ccc(Cl)cc2)cc1 (stereo not given)	99	102	0	97	100	-2	-3	-1	101	100	-1
Nc1c(NC(=O)CC[n+]2ccccc2)cccc1[N+](=O)[O-]	101	100	-9	98	101	-5	-7	-8	101	98	-5
CC(C)N1CCc2c(sc(NC(=O)c3cc4cc([N+](=O)[O-])ccc4s3)c2C(N)=O)C1	92	97	-1	107	95	0	-5	-3	93	96	-4
COc1ccc(NC(=O)C2CCCCN2S(=O)(=O)c2ccc(F)cc2)cc1 (stereo not given)	95	98	6	97	97	3	2	-1	95	96	2
CCCC(=O)NCc1cc(-c2nn(C)c(=O)c3ccccc23)ccc1OC	97	99	1	97	96	0	-3	-2	97	97	-3
Cc1cc(=O)oc2cc(NC(=O)C3COc4ccccc4O3)ccc12 (stereo not given)	98	105	1	100	101	0	0	5	101	99	1
Cc1ccc(C(=O)Nc2ccccc2C(=O)O)cc1NC(=O)COc1c(C)cccc1C	90	98	1	102	98	0	-3	1	98	99	-6
CCN(CC)S(=O)(=O)c1cccc(C(=O)Nc2ccc(Cl)cn2)c1	99	100	-1	91	98	0	0	0	99	99	0
CC1=NN(C(=O)c2cccnc2)C(O)(C(F)(F)F)C1 (stereo not given)	100	104	-2	101	101	0	0	-4	102	101	-6
C=CCN(CC(=O)O)S(=O)(=O)c1ccccc1C(F)(F)F	97	103	-3	99	99	-1	-5	-4	100	99	-4
Cc1ccc2[nH]c(=O)c(CN(Cc3cccs3)Cc3nnnn3CC3CCCO3)cc2c1 (stereo not given)	99	102	-2	96	101	-2	-3	-2	102	102	0
CCC(=O)NCCc1cc2cc(C)c(C)cc2[nH]c1=O	99	103	-1	98	104	-1	-2	2	107	104	-5
Cc1n[nH]c(=O)nc1NCc1ccccc1Cl	94	94	-4	97	92	0	1	0	97	97	0
CCCc1cc(-c2[nH]ncc2-c2ccc3c(c2)OCCCO3)c(O)cc1O	96	97	-2	101	98	-2	-2	0	96	99	-2
CCOc1cc(/C=C/C(=O)O)ccc1OCCO	97	99	1	99	97	16	-3	0	99	96	-1
Cc1ccc(O)c(C(CC(=O)NC2CCCCC2)c2ccccc2)c1 (stereo not given)	97	102	2	103	100	1	-3	-4	99	100	-2
Cc1c(NC(=O)CCCN2C(=O)c3cccc4cccc(c34)C2=O)c(=O)n(-c2ccccc2)n1C	97	99	-2	103	99	1	0	0	98	100	-5
Cc1cc(N2CCN(C)CC2)nc2ccc(NC(=S)N3CCCCCC3)cc12	97	100	-2	98	99	-2	-5	-5	98	98	-1
Following part
SMILES	Rac1 act GTP bind	Rac1 wt GTP bind	Bim-Bcl-XL	Rab7 wt modul	Rab2A wt mod	Bim-Bcl-W	Bim-Bcl-2	Bim-Bcl-B	Cdc42 wt GTP	HRas wt GTP	Bfl-1 Bim block
Cc1cc(C(=O)COc2ccc(Cl)cc2Br)c(C)n1C	91	96	-5	102	97	-2	-1	-2	94	96	-4
O=C(N/N=C/c1c(O)n(-c2ccccc2Cl)c(=O)c2ccccc12)C1COc2ccccc2O1 (stereo not given)	93	95	-13	97	94	-7	-5	-4	94	92	-14
CC(C)OCCCNC(=O)c1ccccc1Oc1ccccc1	97	99	-1	96	98	0	-4	-4	99	98	-4
Cc1ccc(-n2ccc(=O)c(-c3ccnc(SCc4cccc(Cl)c4)n3)n2)cc1	97	101	12	97	101	15	79*	74*	99	98	56*
O=C1N/C(=N\N=C\c2cccs2)SC1Cc1ccc(Cl)cc1 (stereo not given)	93	97	-7	96	96	-5	-6	-4	98	95	-8
CC(Cc1ccccc1)NC(=O)/C=C/c1ccc([N+](=O)[O-])cc1 (stereo not given)	101	104	-7	98	100	-2	-4	-8	105	102	-8
CCOC(=O)C(NC(=O)c1cccnc1)(Nc1cccc(C)n1)C(F)(F)F (stereo not given)	100	104	-2	99	100	0	-8	-10	102	99	-11
COc1ccccc1N/N=C/c1c(CO)cnc(C)c1O	100	104	-3	100	100	0	-7	-9	101	100	-14
Cc1ccc(S(=O)(=O)Oc2ccc(/C=N/NC(=O)c3nn(C)cc3[N+](=O)[O-])cc2)cc1	97	102	-8	98	100	-5	-4	-5	100	100	-6
CCSc1nnc(NC(=O)CN(C)S(=O)(=O)c2ccc(F)cc2)s1	96	98	-5	97	97	0	1	0	96	98	0
CC(C)(C)C(=O)CC(=O)Nc1ccc(Cl)c(N)c1	95	93	-14	98	96	0	-12	-8	96	95	-16
COC(=O)c1ccc(C(=O)N(CCN(C)C)c2nc3c(Cl)cccc3s2)cc1	95	96	1	99	97	1	0	0	95	97	-2
CCc1ccc(OCCCC(=O)O)c(Br)c1	?	?	0	?	?	0	-8	-8	?	?	-9
O=C(Nc1ccccc1C(=O)NCc1ccco1)NC1CCCCC1	101	106	1	101	100	-1	-1	0	104	103	-6
CC(C)(C)NC(=O)C(=O)NNC(=O)C12CC3CC(CC(C3)C1)C2	99	102	-8	99	101	-1	-18	-11	103	100	-21
Cc1cc(N=Cc2c(O)n(-c3ccc(C)c(C)c3)c(=O)c3ccccc23)no1	101	105	-13	95	94	-7	-2	-11	99	97	-2
COc1cc(CNCCO)cc(Br)c1OCc1ccccc1	94	99	0	96	93	2	2	1	96	95	4
COc1cccc(CN(C)C(=O)c2cccnc2SC)c1OC	96	98	-2	103	98	0	-2	-5	96	98	-6
COc1ccc(CNC(=O)C2CC(=O)N(c3ccc(OCC(=O)N4CCCCC4)cc3)C2)cc1 (stereo not given)	98	102	-1	104	101	-2	-5	-1	101	100	-3
COc1ccc(C(=O)Nc2ccc(C(=O)Nc3nccs3)cc2)cc1[N+](=O)[O-]	99	104	-8	97	97	-14	-9	-6	104	100	-2
CCc1cccc(NC(=O)CCSCCC(=O)Nc2cccc(CC)c2)c1	93	95	-5	94	94	-3	-2	-8	95	95	-13
Cc1cc(C)n(/N=C/c2ccc(O)cc2)c(=O)c1C#N	95	102	0	105	102	1	1	-1	101	104	-2
